# SIRT5 inh: SIRT5 desuccinylase inhibitors, primary screen, biochemical, fluorescence imaging, single point, set 5; Purified SirT5, succinyl-peptide AMC, trypsin-coupled fluorescence; AID 652115, 2013; inhibition, % at 15 µM; 330,000 tested, 1.1% active; NAD-dependent protein deacylase sirtuin-5, mitochondrial (Homo sapiens), Q9NXA8; in the data active means inhibition above about 15%
# XiGFP reactiv: activators of inactive X chromosome reactivation, primary screen, imaging, XiGFP fibroblasts, GFP high-content imaging, set 2; XiGFP mouse fibroblasts, % GFP-positive cells imaging, 3 d; cells co-treated with 5-aza-dC sensitizer; scaled so ellipticine positive control = 100%; activation, % at 7.58 µM; 360,000 tested, 0.055% active; AID 743238, 2013;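 active means mean normalized replicate activation at least 10% and every replicate at or above 10%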;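 further: 0% = median of on-plate neutral control wells and 100% = ellipticine 6 µM median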
#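 Material: XiGFP fibroblasts, SV40-immortalized; Buffer or medium: DMEM containing 5-aza-dC; Compound dosing: single point; Times: 3 days compound exposure.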
# ERAP1 inh: human ERAP1 aminopeptidase inhibitors, primary screen, biochemical, single point, plate reader; recombinant ERAP1, Leu-AMC fluorescence, 60 min; Endoplasmic reticulum aminopeptidase 1 (Homo sapiens), Q9NZ08; AID 652197, 2013; 340,000 tested, 0.15% active; inhibition, % at 10.7 µM;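 active means mean replicate inhibition of at least 30%, or all replicates individually reaching that 30% level; inactive means mean below 30% and not every replicate reaching it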;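 further: 0% = neutral control wells and 100% = L-leucinethiol positive control wells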
# Target sequence (Q9NZ08 whole entry, looked up): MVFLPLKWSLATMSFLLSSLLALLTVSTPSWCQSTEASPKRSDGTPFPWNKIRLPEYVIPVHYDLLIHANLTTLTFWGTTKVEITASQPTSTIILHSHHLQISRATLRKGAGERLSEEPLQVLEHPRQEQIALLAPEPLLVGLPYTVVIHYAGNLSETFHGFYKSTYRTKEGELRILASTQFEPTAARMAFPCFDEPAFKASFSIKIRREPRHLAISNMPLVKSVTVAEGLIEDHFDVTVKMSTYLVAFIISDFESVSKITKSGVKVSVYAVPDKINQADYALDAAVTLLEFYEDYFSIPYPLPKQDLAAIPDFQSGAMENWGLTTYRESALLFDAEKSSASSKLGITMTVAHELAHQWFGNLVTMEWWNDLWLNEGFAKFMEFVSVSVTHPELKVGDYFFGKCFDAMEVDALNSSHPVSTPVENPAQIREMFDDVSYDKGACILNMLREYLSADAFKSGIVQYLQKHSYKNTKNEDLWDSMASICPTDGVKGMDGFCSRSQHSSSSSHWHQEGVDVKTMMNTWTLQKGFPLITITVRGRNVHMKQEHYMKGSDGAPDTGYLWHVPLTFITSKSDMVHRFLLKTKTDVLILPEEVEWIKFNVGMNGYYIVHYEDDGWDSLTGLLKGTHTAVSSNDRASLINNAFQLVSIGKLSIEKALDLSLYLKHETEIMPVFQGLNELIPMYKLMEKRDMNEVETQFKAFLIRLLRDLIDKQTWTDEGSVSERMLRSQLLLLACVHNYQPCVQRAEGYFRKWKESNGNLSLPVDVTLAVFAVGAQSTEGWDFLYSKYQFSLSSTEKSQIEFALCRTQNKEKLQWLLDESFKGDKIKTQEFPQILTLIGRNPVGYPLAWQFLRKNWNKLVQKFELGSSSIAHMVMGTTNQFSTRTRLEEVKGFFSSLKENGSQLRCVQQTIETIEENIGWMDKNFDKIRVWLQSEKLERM
# Cneo AK release: Cryptococcus neoformans cell lysis inducers, primary screen, AK release luminescence, single concentration; C. neoformans lysis, adenylate kinase release luminescence, 4 h; normalised: neutral wells 0, clomiphene wells 100; lysis activity, % at 15 µM; 360,000 tested, 0.2% active;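 active means mean lysis activity across replicates of at least 80%, whatever share of replicates individually reach that level; inactive means mean lysis activity below 80%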
#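 Schedule: static 4 h at 37 °C with compound, 1 h detection; system: C. neoformans cells; benchmarks: Clomiphene as positive control; buffer or medium: fresh YPD medium; measure: luminescence rise reflecting yeast cell lysis; measured by: luminescent adenylate kinase detection reagent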
# LGR2 antag: inhibitors of bursicon-induced LGR2 CRE-luciferase signal, primary screen, cell-based, HEK293, CRE-luciferase reporter, bursicon stimulation. Drosophila bursicon receptor LGR2 (rickets). bursicon-stimulated, 4 h. inhibition, % at 9.99 µM. 380,000 tested, 0.35% active. AID 720647, 2013;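 active means drop in luminescence signal, shown as inhibition above about 50% in the replicate tests, limit read from the data, passing the limit was not always enough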;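 further: agonist challenge used bursicon conditioned medium at about half maximal strength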
# PGC1a acetyl inh: inhibitors of PGC1a acetylation signal, primary screen, cell-based, U2OS, AlphaScreen, inhibitor mode; AlphaScreen anti-acetyl-lysine; with virally co-expressed GCN5 acetyltransferase; inhibition, % at 15.6 µM; 350,000 tested, 0.17% active; AID 651687, 2012;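 active means every replicate shows inhibition of at least 40%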;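 further: 0% = neutral control wells and 100% = positive control wells; some results beyond the cut were filed as inactive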
# S100A4 inh HTS: inhibitors of S100A4-myosin IIA peptide binding, primary screen, biochemical, fluorescence polarization, TAMRA-MyoIIA peptide. Protein S100-A4 (Homo sapiens), P26447. 360,000 tested, 0.14% active. inhibition, % at 10.7 µM;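 active means mean inhibition of at least 70% across replicates, with every replicate also reaching that level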
# Target sequence (P26447 whole entry, looked up): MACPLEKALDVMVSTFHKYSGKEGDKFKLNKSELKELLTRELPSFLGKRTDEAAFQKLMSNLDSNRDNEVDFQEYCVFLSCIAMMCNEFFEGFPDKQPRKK
#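 Test system – S100A4 monomer (human) · Compound – single-point compound testing · Schedule – 5 min incubation before reading · Probe or stimulus – TAMRA-labelled myosin IIA heavy-chain peptide probe, 5 nM · Benchmarks – neutral control DMSO, positive control TFP · Medium – Calcium-containing HEPES buffer, pH 7.2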
# Statin myotox sup: suppressors of statin myotoxicity in C2C12 myotubes, primary screen, cell-based, single point, plate reader | C2C12 myotubes + simvastatin, ATP luminescence, 48 h; scaled: DMSO 0, geranylgeraniol control 100 | rescue of ATP level, % at 7.49 µM | 330,000 tested, 0.78% active;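 active means mean ATP rescue above about 67%, or every replicate alone reaching that limit, limit read from the data, passing the limit was not always enough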;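 further: myotubes were challenged with 10 µM simvastatin during compound exposure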
# * = called active by the depositor; . = no result given; & = joins results of further samples. Only part of the results is shown (hit frequency here may not be typical).
No.	molecule	SIRT5 inh	XiGFP reactiv	ERAP1 inh	Cneo AK release
1	COC(=O)[C@H](Cc1ccccc1)NC(=O)NC(C)CCc1ccccc1 (some centres undefined)	-5	0.1	1	1
2	Cc1cc(C)n2nc(C(=O)Nc3cccc(S(=O)(=O)N(C)c4ccccc4)c3)nc2n1	-4	0.1	0	.
3	N#Cc1ccc(-c2ccc3c(c2)[C@@H]2[C@@H](CCN2C(=O)c2ccc4c(c2)OCO4)[C@@H](CO)N3)cc1	1	0.2	-3	38
4	Cc1ccc(C(=O)N/N=C\c2cccnc2)s1	-1	0.0	-3	-2
5	COc1ccc(CCN2CC(C(=O)N(C)C3CCOCC3)CCC2=O)cc1 (centres undefined)	-2	0.0	2	0
6	O=C(CCN1CCCCC1)N[C@@H]1CC[C@@H](CCn2cc(-c3ccccc3)nn2)O[C@@H]1CO	0	0.3	-3	0
7	CCCC(=O)Nc1nnc(/C=C/c2ccccc2)s1	-3	-0.1	1	-1
8	COc1ccc(N2CCN(C(=O)c3ccccc3)CC2)c([N+](=O)[O-])c1	-1	0.1	2	2
9	O=C(O)/C=C/C(=O)Nc1ccc(S(=O)(=O)Nc2nccs2)cc1	-5	-0.1	1	-2
10	CC(C)(C)c1ccc(Oc2ccc(NC(=O)C3CC=CCC3C(=O)O)cc2)cc1 (centres undefined)	5	0.0	-1	-1

No.	LGR2 antag	PGC1a acetyl inh	S100A4 inh HTS	Statin myotox sup
1	8	-12	-2	-3
2	-8	.	1	5
3	-3	-2	0	-11
4	-19	.	-2	3
5	-24	.	-2	3
6	13	-7	9	12
7	-2	.	-3	-9
8	8	-29	4	0
9	-9	10	-1	9
10	25	-7	-4	11

# The closing 7 entries of the section above come first, to join the parts.
No.	molecule	SIRT5 inh	XiGFP reactiv	ERAP1 inh	Cneo AK release
4	Cc1ccc(C(=O)N/N=C\c2cccnc2)s1	-1	0.0	-3	-2
5	COc1ccc(CCN2CC(C(=O)N(C)C3CCOCC3)CCC2=O)cc1 (centres undefined)	-2	0.0	2	0
6	O=C(CCN1CCCCC1)N[C@@H]1CC[C@@H](CCn2cc(-c3ccccc3)nn2)O[C@@H]1CO	0	0.3	-3	0
7	CCCC(=O)Nc1nnc(/C=C/c2ccccc2)s1	-3	-0.1	1	-1
8	COc1ccc(N2CCN(C(=O)c3ccccc3)CC2)c([N+](=O)[O-])c1	-1	0.1	2	2
9	O=C(O)/C=C/C(=O)Nc1ccc(S(=O)(=O)Nc2nccs2)cc1	-5	-0.1	1	-2
10	CC(C)(C)c1ccc(Oc2ccc(NC(=O)C3CC=CCC3C(=O)O)cc2)cc1 (centres undefined)	5	0.0	-1	-1
11	C[C@@H]1CN([C@@H](C)CO)S(=O)(=O)c2ccc(Br)cc2O[C@@H]1CN(C)C(=O)c1ccncc1	-2&-3	0.3&0.0	2&0	2&-1
12	COc1ccc2c3c([nH]c2c1)[C@@H](CO)N(C)CC31CCN(S(=O)(=O)c2cccc(F)c2)CC1	.	0.1	-2	.
13	COc1ccc(C(=O)NCc2nnc(SCC(=O)N3CCCCCC3)o2)cc1OC	2	0.0	-3	0
14	COc1ccc(C(CCNCc2ccccc2F)c2ccc(F)cc2)cc1 (centres undefined)	-1	0.0	-3	.
15	O=C(C[C@H]1C[C@H]2c3cc(NC(=O)NC4CCCC4)ccc3O[C@H]2[C@H](CO)O1)NCC1CC1	-2	0.3	0	3
16	COCCCn1cc(CN2CC(N3CCN(Cc4cccc(C)c4)CC3)CS2(=O)=O)nn1 (centres undefined)	3	0.1	.	.
17	OC1(c2ccccc2Cl)NN=C2CCCCCN21 (centres undefined)	-6	0.0	-17	.
18	COCCNC(=O)CSc1ccccc1C(=O)NCC1CCCCC1	-2	0.0	-16	.
19	COc1cccc(-n2c(=O)c3cc(OC)c(OC)cc3n(CC(=O)Nc3cc(C)[nH]n3)c2=O)c1	-1	0.0	-2	4
20	N#C[C@H]1N[C@@H](CO)[C@H]1c1ccc(C#Cc2ccccc2F)cc1	-1	0.3	2	-4

No.	LGR2 antag	PGC1a acetyl inh	S100A4 inh HTS	Statin myotox sup
4	-19	.	-2	3
5	-24	.	-2	3
6	13	-7	9	12
7	-2	.	-3	-9
8	8	-29	4	0
9	-9	10	-1	9
10	25	-7	-4	11
11	-3&-13	-1&3	-17&12	17&-1
12	-1	-4	2	.
13	37	.	-2	17
14	41	.	-6	.
15	-6	-2	-17	-3
16	-18	.	-2	.
17	-3	-6	-2	-8
18	-5	.	-25	.
19	-6	-1	-12	2
20	-70	-4	-3	-20

# The results go on.
No.	molecule	SIRT5 inh	XiGFP reactiv	ERAP1 inh	Cneo AK release
21	O=C(Nc1cccc(S(=O)(=O)N2CCCCCC2)c1)C1CC(=O)N(c2ccc3c(c2)OCCO3)C1 (centres undefined)	-1	0.2	-1	1
22	CC12CCC(C(=O)CC1=O)C2(C)C (centres undefined)	.	0.3	1	.
23	C[C@H](CO)N1C[C@H](C)[C@@H](CN(C)Cc2ccccc2)Oc2c(NC(=O)Cc3ccccc3)cccc2C1=O	7	0.1	-2	-1
24	COc1ccc(S(=O)(=O)N(C)C[C@@H]2Oc3c(NC(=O)c4ccncc4)cccc3C(=O)N([C@H](C)CO)C[C@H]2C)cc1	3	-0.1	0	-2
25	Cc1ccsc1C1Nc2ccccc2C(=O)N1O (centres undefined)	2	0.1	0	-5
26	CCOc1ccc(C(C(=O)NCCOC)N(CCOC)C(=O)CCC(=O)Nc2ccccn2)cc1 (centres undefined)	.	0.0	-3	-2
27	CCOc1ccc(CCNC(=O)c2cc(C)nn2-c2ccccc2)cc1	1	0.0	2	-1
28	O=C(CCN1CCCCC1)N[C@H]1CC[C@H](CC(=O)N2CCC(Cc3ccccc3)CC2)O[C@@H]1CO	39*	0.7	2	6
29	CCN(CC)C(=O)c1[nH]cnc1C(=O)N[C@@H](C)c1ccccc1	.	0.0	-1	-1
30	C[C@@H]1CN([C@@H](C)CO)C(=O)c2cc(NS(=O)(=O)c3cn(C)cn3)ccc2O[C@@H](C)CCCCO[C@H]1CN(C)Cc1ccc2c(c1)OCO2	.	0.1	.	0

No.	LGR2 antag	PGC1a acetyl inh	S100A4 inh HTS	Statin myotox sup
21	22	.	-4	-1
22	2	.	0	.
23	9	-34	-2	29
24	10	0	-30	-21
25	-18	-5	0	-3
26	5	.	-2	18
27	-3	-16	3	.
28	0	9	-27	14
29	.	-8	1	-7
30	-14	-1	.	12

# (more compounds)
No.	molecule	SIRT5 inh	XiGFP reactiv	ERAP1 inh	Cneo AK release
31	C#CCn1c2ccccc2c2nc3ccccc3nc21	-1	0.0	-1	.
32	COc1ccc(N(C)S(=O)(=O)c2cccc(C(=O)NCC(c3ccco3)N3CCCC3)c2)cc1 (centres undefined)	4	0.1	2	3
33	C[C@@H]1CN([C@H](C)CO)C(=O)c2cc(NC(=O)NC3CCCCC3)ccc2O[C@H]1CN(C)C(=O)Nc1ccc2c(c1)OCO2	0	1.9	1	0
34	COC(=O)c1cccc(-c2noc(-c3ccccc3F)n2)c1	.	0.0	-3	-6
35	Cc1cc(O)ccc1N/C=C/c1onc(C)c1[N+](=O)[O-]	-5	-0.1	8	.
36	C[C@@H]1CN([C@H](C)CO)C(=O)c2cc(-c3cccnc3)cnc2O[C@@H]1CN(C)C(=O)C1CCOCC1	-5	-0.2	-2	1
37	CCn1c(SCC(=O)Nc2ccc3c(c2)OCCO3)nnc1-c1cccnc1	-1	0.1	0	-4
38	Cc1ccc(S(=O)(=O)N2CC[C@@H]3[C@H]2c2cc(-c4cccc(C#N)c4)ccc2N(C)[C@H]3CO)cc1	2	-0.1	-4	-4
39	COc1ccccc1C(CNC(=O)c1cccc(S(=O)(=O)N2CCCc3ccccc32)c1)N(C)C (centres undefined)	-8	0.1	2	-3
40	CCC(=O)NC(=S)Nc1ccc(S(=O)(=O)N2CCN(C)CC2)cc1	-8	0.0	2	.

No.	LGR2 antag	PGC1a acetyl inh	S100A4 inh HTS	Statin myotox sup
31	-83	.	11	3
32	-6	-19	-3	3
33	2	2	12	37
34	-36	4	-2	2
35	-51	.	9	.
36	-6	5	-2	1
37	6	19	-4	4
38	5	-5	-11	-36
39	3	.	0	-8
40	-4	.	-4	.

# (further entries)
No.	molecule	SIRT5 inh	XiGFP reactiv	ERAP1 inh	Cneo AK release
41	CC(C)N1CCC(=NNc2ccc(S(=O)(=O)N3CCOCC3)cc2[N+](=O)[O-])CC1	-4	0.0	-6	.
42	C[C@]12CCC(=O)C[C@@H]1CC[C@@H]1[C@@H]2CC[C@]2(C)C=CC[C@@H]12	-8	0.0	-1	0
43	O=C(NCC[C@H]1CC[C@@H](NS(=O)(=O)c2ccccc2F)[C@@H](CO)O1)c1ccc(F)cc1	4	1.9	3	76
44	O=C(Nc1cccc(S(=O)(=O)NC2=NCCC2)c1)c1cc(=O)[nH]c2ccccc12	-2	0.1	1	0
45	CCNC(=O)CSc1nnc(-c2cc(-c3ccc(Cl)cc3)nc3ccccc23)o1	-4	0.2	2	-6
46	CCCCc1ccc(S(=O)(=O)NNC(=S)NCc2ccco2)cc1	2	0.1	3	-3
47	C[C@@H]1CN([C@@H](C)CO)C(=O)c2cc(NC(=O)Nc3ccc(C(F)(F)F)cc3)ccc2O[C@@H]1CN(C)CC1CC1	-1	0.3	-1	-5
48	COC(=O)C1=C(C)N(C)C(=O)NC1c1cc2c(cc1Br)OCO2 (centres undefined)	.	0.0	1	-4
49	CC(=O)CC(c1ccccc1)c1c(O)c2ccccc2oc1=O (centres undefined)	-2&0&-3	0.1&0.1&-0.1	-1&0&0	-3&3&2

No.	LGR2 antag	PGC1a acetyl inh	S100A4 inh HTS	Statin myotox sup
41	28	-7	-13	-10
42	18	-11	-5	3
43	7	-8	-3	0
44	4	-9	5	-6
45	.	.	-4	2
46	15	4	-9	.
47	-1	.	4	-27
48	-6	12	0	12
49	-3&-16&3	-3&-4&4	-2&-3&-1	-2&6&13

# Source: PubChem (Broad Institute)
